Screens (PubChem)
procasp7 counter: counter-screen for procaspase-3 activators: activators of human procaspase-7. P55210. recombinant procaspase-7, Ac-DEVD-pNA absorbance 405 nm; D23A/D198A/D206A triple mutant, cannot self-cleave; scale: DMSO 0, 5 µM enzyme 100. activation, % at 8.5 µM. hit rate 0.093% among 330,000;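 active = percent activation above the screen-wide mean plus 3 SD, cut at about 25% in these data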
Target sequence (P55210 whole entry D23A/D198A/D206A): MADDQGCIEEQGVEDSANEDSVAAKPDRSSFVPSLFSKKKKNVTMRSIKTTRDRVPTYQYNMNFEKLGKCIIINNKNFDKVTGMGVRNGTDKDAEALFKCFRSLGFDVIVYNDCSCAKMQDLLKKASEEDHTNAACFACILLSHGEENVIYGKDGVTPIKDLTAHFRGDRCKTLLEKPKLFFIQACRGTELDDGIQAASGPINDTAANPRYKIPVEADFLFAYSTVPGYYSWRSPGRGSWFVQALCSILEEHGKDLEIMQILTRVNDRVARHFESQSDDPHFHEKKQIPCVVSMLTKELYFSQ
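Assay system – Uncleavable procaspase-7 mutant enzyme · Quantity – 2 µM procaspase-7 mutant as dispensed · Times – 1 h preincubation, 2 h reaction · Dosing – single nominal 8.5 µM compound dose, 0.8% DMSO final · Buffer or medium – Zinc-free 50 mM HEPES buffer, pH 7.4, with NaCl and Triton X-100 · Detection – Epi-absorbance of released pNA at 405 nm, two timepoints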
proCasp3 act: activators of human procaspase-3 | P42574 | recombinant procaspase-3 D3A, Ac-DEVD-pNA absorbance 405 nm | activation, % at 8.5 µM | hit rate 0.11% among 330,000;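 active = activation above the mean of all tested compounds plus 3 SD, cut at about 21% in these data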;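 note: 0% = DMSO alone and 100% = DMSO wells spiked with extra 5 µM PC-3 D3A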
Target sequence (P42574 whole entry D9A/D28A/D175A): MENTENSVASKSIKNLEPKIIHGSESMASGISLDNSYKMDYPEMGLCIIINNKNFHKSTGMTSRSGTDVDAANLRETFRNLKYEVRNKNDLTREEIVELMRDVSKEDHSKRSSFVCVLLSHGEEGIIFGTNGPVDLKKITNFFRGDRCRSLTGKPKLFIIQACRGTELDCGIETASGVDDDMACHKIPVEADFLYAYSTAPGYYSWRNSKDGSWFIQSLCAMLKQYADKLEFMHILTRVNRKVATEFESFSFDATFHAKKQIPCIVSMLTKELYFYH
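Technique: 405 nm absorbance of p-nitroaniline, reads at 0 and 120 min; Test system: Procaspase-3 D3A mutant; Incubation: 1 h enzyme-compound preincubation, then 2 h substrate reaction, 25 °C; Repeats: singlicate, each compound tested once; Benchmarks: low control DMSO wells, high control DMSO plus 5 µM PC-3 D3A.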
An asterisk follows results filed as active.

Below each SMILES – procasp7 counter	proCasp3 act
> CC(C)N(C(=O)[C@H]1C[C@H](CC(=O)NCC23CC4CC(CC(C4)C2)C3)C(=O)N2CCc3c([nH]c4ccc(Cl)cc34)[C@]12C)C(C)C
→ 2	-8
> COC(=O)[C@@]1(C)[C@H]2C(=O)N(Cc3ccccc3)C(=O)[C@H]2[C@H]2CN=C(SCc3ccccc3)N21
→ -11	-10
> O=C1OC[C@H]2CCCC[C@@H](CO)ON12
→ 0	-3
> Cc1ccccc1C1CC(=O)Oc2cc(O)ccc21 (stereo not drawn)
→ 5	7
> C#CCN1C=C(C(=O)OCC)C(C)N(Cc2ccccc2I)S1(=O)=O (stereo not drawn)
→ -2	-6
> O=C(Cc1ccc2ccccc2c1)NC(Cc1ccccc1)C(=O)O (stereo not drawn)
→ -7	4
> COc1cc2c(cc1OC)[C@@H](NC(=O)COc1ccccc1)[C@H](OCc1ccccc1)C2
→ 8	3
> CC(C)N(C(=O)[C@H]1C[C@H](CC(=O)NCC23CC4CC(CC(C4)C2)C3)C(=O)N2CCc3c([nH]c4cc(-c5ccco5)ccc34)[C@]12C)C(C)C
→ -4	-6
> CC(C)N(C(=O)[C@H]1C[C@H](CC(=O)NCCN2CCOCC2)C(=O)N2CCc3c([nH]c4cc(-c5ccco5)ccc34)[C@]12C)C(C)C
→ 6	-2
> COc1cc(OC)c2c(-c3cccc(-c4ccc(N(C)C)cc4)c3)cc(=O)oc2c1
→ -7	1
> O=C(NCCCCc1ccccc1)NC[C@@H]1CC[C@@H](Cc2ccc(-c3ccccc3)cc2)O1
→ -8	4
> O=c1oc2ccccc2c2c1cnc1ccccc12
→ 4	-1
> CC[C@]12c3[nH]c4ccc(OC)cc4c3CCN1C(=O)C(CC(=O)NCc1ccc(OC)c(OC)c1)C[C@@H]2C(=O)N1CCN(C(=O)C2CC2)CC1 (stereo partly drawn)
→ 7	2
> CCOC(=O)C1=C(C)c2ccccc2OC1(C(=O)OCC)C(C)C (stereo not drawn)
→ 0	5
> COc1ccc2[nH]c3c(c2c1)CCN1C(=O)C(CC(=O)NCCC2=CCCCC2)C[C@H](C(=O)N2CCOCC2)[C@@]31CCC1CCCC1 (stereo partly drawn)
→ -1	-2
> CCOC(=O)C1C(C(=O)OC)=C(c2ccc(F)cc2)c2ccccc2N1S(=O)(=O)C(F)(F)F (stereo not drawn)
→ 1	2
> COc1ccc(-c2noc(CCC(=O)N3CCN(c4cccc(C)c4)CC3)n2)cc1
→ 21	-1
> COCCCNC(=O)C[C@H]1C[C@H](C(=O)N2CCOCC2)[C@@]2(CCC3CCCC3)c3[nH]c4ccc(Cl)cc4c3CCN2C1=O
→ 8	10
> Cc1ccc(S(=O)(=O)N2C[C@@H]3[C@H]4CC[C@H](C4)[C@@H]3[C@@H](C)[C@@H]2c2cn(Cc3ccccc3)c3ccc(F)cc23)cc1
→ 13	-9
> Cc1ccc(S(=O)(=O)N2C[C@@H]3[C@H]4CC[C@H](C4)[C@@H]3[C@@H](C)[C@@H]2c2ccn(Cc3ccccc3)c2)cc1
→ 8	1
> COc1ccc(-c2c(C)cc3oc(=O)cc(-c4ccccc4)c3c2C)cc1C=O
→ 3	3
> O=C(N[C@H]1/C=C\[C@@H](O)CCCC1)OCc1ccccc1
→ -3	-1
> CCOC(=O)C1=CNS(=O)(=O)NC1c1ccc(Br)cc1F (stereo not drawn)
→ 1	4
> CC#CCN1C=C(C(=O)OCC)C(C)N(Cc2ccc(Br)cc2)S1(=O)=O (stereo not drawn)
→ 11	-5
> CC[C@]12c3[nH]c4cc(-c5ccco5)ccc4c3CCN1C(=O)[C@@H](CC(=O)NCCN1CCOCC1)C[C@@H]2C(=O)N1CCN(C(=O)c2ccco2)CC1
→ -10	-11
> Cc1cccc(C2=NN(c3ccc(Br)cc3)[C@@H](C(=O)N3CCOC3=O)[C@@H]2c2ccc(Cl)cc2)c1
→ 25	23*
> Cc1ccc(C2CC(=O)Oc3cc(C)cc(C)c32)cc1 (stereo not drawn)
→ -2	6
> COc1ccccc1C1CC(=O)Oc2ccc(C(C)(C)C)cc21 (stereo not drawn)
→ -2	-9
> COc1cc(C2CC(=O)Oc3cc(C)cc(C)c32)cc(OC)c1OC (stereo not drawn)
→ 4	3
> COC(=O)[C@@]1(C)[C@H]2C(=O)N(Cc3ccccc3)C(=O)[C@H]2[C@H]2CN=C(SCc3ccc(C#N)cc3)N21
→ -8	-8
> CN(C)C(=O)CCc1ccc2c3c([nH]c2c1)[C@]1(C)[C@@H](C(=O)N2CCOCC2)C[C@H](CC(=O)NC(C)(C)C)C(=O)N1CC3
→ -2	-3
> O=C1[C@@H](Oc2ccccc2)[C@@H](c2ccncc2)N1c1ccccc1
→ 3	-4
> CCN(CC)C(=O)[C@H]1C[C@H](CC(=O)NCCCn2ccnc2)C(=O)N2CCc3c([nH]c4cc(CCC(=O)N(C)C)ccc34)[C@]12C
→ 0	-4
> CC[C@]1(C(=O)OC)[C@H]2C(=O)N(Cc3ccccc3)C(=O)[C@H]2[C@H]2CN=C(SCc3ccc(C(=O)OC)cc3)N21
→ 2	-2
> CC[C@]12c3[nH]c4cc(CCC(=O)N(C)C)ccc4c3CCN1C(=O)[C@@H](CC(=O)NC(C)(C)C)C[C@@H]2C(=O)N1CCN(C(=O)C2CC2)CC1
→ 7	-4
> CC[C@]12c3[nH]c4ccc(Cl)cc4c3CCN1C(=O)[C@@H](CC(=O)NCc1cccc(C(F)(F)F)c1)C[C@@H]2C(=O)N1CCN(C(=O)C2CC2)CC1
→ 13	3
> Cc1ccc(S(=O)(=O)NCCNS(=O)(=O)c2ccccc2Br)cc1
→ -6	14
> COc1cc2c(c(OC)c1OC)C(c1ccc3c(c1)OCO3)CC(=O)O2 (stereo not drawn)
→ 0	-9
> CCN(CC)C(=O)[C@H]1C[C@H](CC(=O)NCc2ccco2)C(=O)N2CCc3c([nH]c4cc(CCC(=O)N(C)C)ccc34)[C@]12C
→ -1	1
> CCCN=C1N(C)C[C@@H]2[C@@H]3C(=O)N(Cc4ccccc4)C(=O)[C@@H]3[C@](CC)(C(=O)OC)N12
→ 3	-5
> COc1ccc(-c2sc3ccc(OC)cc3c2-c2ccc(OCCN3CCOCC3)cc2)cc1
→ -1	-11
> O=C1OCCN1C(=O)[C@H]1[C@H](c2ccc(Cl)cc2)C(c2ccc(F)cc2)=NN1c1ccc(Br)cc1
→ 16	27*
> CC[C@]1(C(=O)OC)[C@H]2C(=O)N(Cc3ccccc3)C(=O)[C@H]2[C@H]2CN(C)C(=NC)N21
→ -3	2
> CCOC(=O)C1=CN(Cc2ccco2)S(=O)(=O)NC1c1cccc(OC)c1 (stereo not drawn)
→ 9	-6
> COc1ccc(CNCCS(=O)(=O)NN2CCOCC2)cc1
→ -3	1
> COc1ccc(C2/C=C\CN(CC(C)C)CC(=O)N2Cc2cccc(F)c2)cc1 (stereo not drawn)
→ 5	0
> O=C1OCCN1C(=O)[C@H]1[C@H](c2ccccc2)C(c2ccc(F)cc2)=NN1c1ccccc1
→ -10	-2
> COc1cc(OC)c2c(-c3cccc(-c4ccc(O)cc4)c3)cc(=O)oc2c1
→ -2	6
> CC[C@]12c3[nH]c4cc(-c5ccco5)ccc4c3CCN1C(=O)[C@@H](CC(=O)NCc1ccco1)C[C@@H]2C(=O)N1CCN(C(=O)c2ccco2)CC1
→ 9	-3
> COCCCNC(=O)CC1C[C@H](C(=O)N(C(C)C)C(C)C)[C@@]2(C)c3[nH]c4ccc(OC)cc4c3CCN2C1=O (stereo partly drawn)
→ -3	0
> COc1ccc2[nH]c3c(c2c1)CCN1C(=O)C(CC(=O)NCc2ccc(OC)c(OC)c2)C[C@H](C(=O)N2CCOCC2)[C@@]31CCC1CCCC1 (stereo partly drawn)
→ 0	-4
> COc1cc(C2CC(=O)Oc3cc4c(cc32)OCO4)cc(OC)c1OC (stereo not drawn)
→ 12	2
> C=CS(=O)(=O)N(Cc1ccc(Cl)c(Cl)c1)C[C@@H](O)CO
→ -2	-6
> CC(C)(C)NC(=O)C[C@H]1C[C@H](C(=O)N2CCCCC2)[C@@]2(CCc3ccccc3)c3[nH]c4ccc(Cl)cc4c3CCN2C1=O
→ 3	7
> CCOC(=O)C1C(C(=O)OC)=C(C2=CCCCC2)c2ccccc2N1S(=O)(=O)C(F)(F)F (stereo not drawn)
→ 7	-3
> Nc1ncnc2c1ncn2[C@@H]1O[C@H](CNS(=O)(=O)c2cc(S(=O)(=O)c3ccccc3)cs2)[C@@H](O)[C@H]1O
→ -2	1
> CC[C@]12c3[nH]c4ccc(Cl)cc4c3CCN1C(=O)[C@@H](CC(=O)NCCC1=CCCCC1)C[C@@H]2C(=O)N1CCN(C(=O)c2ccco2)CC1
→ 4	6
> CC[C@@H]1C(c2cccc(C)c2)=NN(c2ccccc2)[C@H]1C(=O)N1CCOC1=O
→ -6	-4
> O=C1c2ccccc2N[C@@H]2C=CC[C@@H]2N1O
→ -14	-5
> O=C1OCCN1C(=O)[C@H]1[C@H](c2ccc(Cl)cc2)C(c2ccccc2)=NN1c1ccc(Br)cc1
→ 24	28*

A second format for some results above:
structure | procasp7 counter | proCasp3 act
COc1ccc(-c2sc3ccc(OC)cc3c2-c2ccc(OCCN3CCOCC3)cc2)cc1 | -1 | -11
O=C1OCCN1C(=O)[C@H]1[C@H](c2ccc(Cl)cc2)C(c2ccc(F)cc2)=NN1c1ccc(Br)cc1 | 16 | 27*
CC[C@]1(C(=O)OC)[C@H]2C(=O)N(Cc3ccccc3)C(=O)[C@H]2[C@H]2CN(C)C(=NC)N21 | -3 | 2
CCOC(=O)C1=CN(Cc2ccco2)S(=O)(=O)NC1c1cccc(OC)c1 (stereo not drawn) | 9 | -6
COc1ccc(CNCCS(=O)(=O)NN2CCOCC2)cc1 | -3 | 1
COc1ccc(C2/C=C\CN(CC(C)C)CC(=O)N2Cc2cccc(F)c2)cc1 (stereo not drawn) | 5 | 0
O=C1OCCN1C(=O)[C@H]1[C@H](c2ccccc2)C(c2ccc(F)cc2)=NN1c1ccccc1 | -10 | -2
COc1cc(OC)c2c(-c3cccc(-c4ccc(O)cc4)c3)cc(=O)oc2c1 | -2 | 6
CC[C@]12c3[nH]c4cc(-c5ccco5)ccc4c3CCN1C(=O)[C@@H](CC(=O)NCc1ccco1)C[C@@H]2C(=O)N1CCN(C(=O)c2ccco2)CC1 | 9 | -3
COCCCNC(=O)CC1C[C@H](C(=O)N(C(C)C)C(C)C)[C@@]2(C)c3[nH]c4ccc(OC)cc4c3CCN2C1=O (stereo partly drawn) | -3 | 0
COc1ccc2[nH]c3c(c2c1)CCN1C(=O)C(CC(=O)NCc2ccc(OC)c(OC)c2)C[C@H](C(=O)N2CCOCC2)[C@@]31CCC1CCCC1 (stereo partly drawn) | 0 | -4
COc1cc(C2CC(=O)Oc3cc4c(cc32)OCO4)cc(OC)c1OC (stereo not drawn) | 12 | 2
C=CS(=O)(=O)N(Cc1ccc(Cl)c(Cl)c1)C[C@@H](O)CO | -2 | -6
CC(C)(C)NC(=O)C[C@H]1C[C@H](C(=O)N2CCCCC2)[C@@]2(CCc3ccccc3)c3[nH]c4ccc(Cl)cc4c3CCN2C1=O | 3 | 7

The results go on.
Below each SMILES – procasp7 counter	proCasp3 act
> CCOC(=O)C1Oc2ccccc2C(c2ccoc2)=C1C(=O)OC (stereo not drawn)
→ 9	-2
> COc1ccc2[nH]c3c(c2c1)CCN1C(=O)C(CC(=O)NCc2ccc(OC)c(OC)c2)C[C@H](C(=O)N2CCCCC2)[C@@]31CCc1ccccc1 (stereo partly drawn)
→ -1	-3
> CC[C@]12c3[nH]c4ccc(OC)cc4c3CCN1C(=O)C(CC(=O)NCCN1CCOCC1)C[C@@H]2C(=O)N1CCN(C(=O)C2CC2)CC1 (stereo partly drawn)
→ 11	10
> COc1ccccc1C1CC(=O)Oc2cc(C)c(Br)c(C)c21 (stereo not drawn)
→ 6	4
> COc1ccc(C2/C=C\CN(C(=O)c3ccccc3)CC(=O)N2Cc2cccc(F)c2)cc1 (stereo not drawn)
→ 4	-1
> CCCCNC(=O)C(C1CCCCC1)N(CCN(C)C)C(=O)CCCN1C(=O)NC(c2ccc(-c3ccccc3)cc2)C(C(=O)OCc2ccccc2)=C1C (stereo not drawn)
→ 9	4
> COC(=O)c1ccc(CSC2=NC[C@@H]3[C@@H]4C(=O)N(Cc5ccccc5)C(=O)[C@@H]4[C@](Cc4ccccc4)(C(=O)OC)N23)cc1
→ -8	1
> OC[C@@H]1[C@@H](c2ccc(Cl)cc2)C(c2cccc(Cl)c2)=NN1c1ccccc1
→ 0	18
> CC[C@]12c3[nH]c4ccc(OC)cc4c3CCN1C(=O)C(CC(=O)NCCCOC)C[C@@H]2C(=O)N1CCN(C(=O)C2CC2)CC1 (stereo partly drawn)
→ 11	-2
> COc1ccc2c(c1)-c1ccccc1S(=O)(=O)N(C)C2
→ 7	-3
> CCN(CC)C(=O)[C@H]1C[C@H](CC(=O)NCCCOC)C(=O)N2CCc3c([nH]c4cc(-c5ccco5)ccc34)[C@]12C
→ 7	6
> COc1cc(OC)c2c(-c3cccc(-c4sccc4C(C)=O)c3)cc(=O)oc2c1
→ 7	-3
> CCCCNC(=O)C(C)N(CCN(C)C)C(=O)CCCCCN1C(=O)NC(c2ccc(Cl)cc2)C(C(=O)OCc2ccccc2)=C1C (stereo not drawn)
→ -27	-2

This is a subset; count on the stated rates, not on these rows.
